Compound activity (PubChem BioAssay)
USP2a block – blocks human ubiquitin-specific protease USP2a; O75604; USP2 core, Ub-CHOP2 coupled fluorogenic reporter, 485/531; Potency, µM (top dose mostly 38.3 µM), without a hit: at the top dose activity change, negative = inhibition, most hits filed as inhibitors; 0.01% of 330,000 active; AID 463254;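 also: potency is read from the fitted curve at half-maximal effect; plate controls were DMSO wells for no effect and full inhibition by NEM control for full effect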
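Cell-free coupled assay: 10nM USP2 core preincubated 30min RT with compound in Tris-HCl pH 8.0/CaCl2/CHAPS buffer, then 25nM Ub-CHOP2 and 25nM reporter substrate; fluorescence (Ex 485/Em 531) read after 60min RT, normalized to NEM inhibition, concentration-response curves fitted.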
ELG1 DNA repair – ELG1-dependent DNA repair inhibition | HEK293T ELG1-luciferase reporter, luminescence, 16 h; DNA damage induced by 5-fluorouridine | Potency, µM (doses to about 46.1 µM), inactives show at the highest dose activity change, negative = inhibition, hits mostly inhibitors | AID 504467 | 2.3% of 330,000 active; also: potency is read from the fitted curve at half-maximal effect; % is scaled to controls: 0 for no effect and ±100 for the full control effect; nearly all actives have a fitted effect of over 55% in size
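DMSO vehicle served as the neutral condition. Each well held 2,000 cells given 5-fluorouridine plus compound; after 16 hr at 37 °C/5% CO2, ONE-Glo was added and luciferase measured 30 min later.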
AT treatment – candidate therapy for ataxia-telangiectasia | 0.19% of 320,000 active | Potency, µM (highest dose often 57.5 µM), inactives show top-dose activation, hits mostly activators | […] A-T fibroblasts, KAP-1 phosphorylation AlphaLISA; neocarzinostatin DNA damage 30 min before lysis; also: potency is read from the fitted curve at half-maximal effect; % of control where 0% means no effect; nearly all actives have a fitted effect of over 45% in size
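ATM-like activity read as KAP-1 phosphorylation via AlphaLISA donor/acceptor antibody pairs after lysis and 6 hr at 25C. Cells were ATM-null patient fibroblasts ([…], hTERT), dosed 60 min, then exposed to the DSB inducer NCS for 30 min.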
Mito fusion act – blocks mitochondrial division or promotes mitochondrial fusion; Potency, µM (doses to about 46.1 µM), inactives show top-dose growth rescue (activation), most hits filed as activators; AID 485298; S. cerevisiae fusion-defective mutant growth rescue, CellTiterGlo 48 h; 0.23% of 320,000 active;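 also: potency is read from the fitted curve at half-maximal effect; % of control where 0% means no effect; nearly all actives have a fitted effect of over 45% in size; temperature-sensitive fusion mutants such as fzo1-1 at 37 °C on non-fermentable ethanol glycerol medium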
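Temperature-sensitive fusion-defective S. cerevisiae (e.g. fzo1-1, mgm1-5) were grown with compound in YPEG medium (3% ethanol, 3% glycerol) for 48 hours at 37C. Growth rescue was measured as viability by CellTiterGlo luminescence after 10 minutes at ambient.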
TRPV1 agonist – agonists of human vanilloid receptor 1 (TRPV1) | Q8NER1 | TRPV1-expressing cells, Fluo-8 calcium influx, agonist mode | activation, % at 8.33 µM | 0.19% of 320,000 active | AID 540275; in the data active = activation above about 80%; inconclusive = between about 30% and that limit; also: 0% is about no effect
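Cells expressing TRPV1 were dye-loaded with Fluo-8 and read kinetically: 10 s baseline, 3 min after compound (agonist portion), then 2 min after EC20 capsaicin (allosteric enhancer portion). Calcium-bound dye fluorescence at 480/520 nm.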
KCNH2 WT inh – KCNH2 (human, wildtype) channel inhibition; Q12809; U2OS, BacMam KCNH2, thallium flux FluxOr; hits give low values; activity change, % at 1.84 µM; 0.37% of 340,000 active; AID 720551;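 active = maximum activity change below -70%; inconclusive = maximum activity change between -70% and -50%; inactive = maximum activity change above -50%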; also: % is scaled to controls: 0 for no effect and ±100 for the full control effect
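U2OS cells transduced with wild-type KCNH2 virus are loaded with FluxOr dye for 45 min, and thallium flux is measured in kinetic reads before and after stimulation buffer. Rate constants are normalized to DMSO controls.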
Eya2 phos inh – Eya2 (human) phosphatase inhibition; O00167; recombinant Eya2, OMFP fluorescence dephosphorylation (OMFP is methylfluorescein phosphate); Potency, µM (series often up to 76.9 µM), inactives show at the top dose activity, negative = inhibition, actives largely listed as inhibitors; 0.006% of 330,000 active; also: potency is read from the fitted curve at half-maximal effect; % is scaled to controls: 0 for no effect and ±100 for the full control effect
Target sequence (O00167 whole entry, looked up): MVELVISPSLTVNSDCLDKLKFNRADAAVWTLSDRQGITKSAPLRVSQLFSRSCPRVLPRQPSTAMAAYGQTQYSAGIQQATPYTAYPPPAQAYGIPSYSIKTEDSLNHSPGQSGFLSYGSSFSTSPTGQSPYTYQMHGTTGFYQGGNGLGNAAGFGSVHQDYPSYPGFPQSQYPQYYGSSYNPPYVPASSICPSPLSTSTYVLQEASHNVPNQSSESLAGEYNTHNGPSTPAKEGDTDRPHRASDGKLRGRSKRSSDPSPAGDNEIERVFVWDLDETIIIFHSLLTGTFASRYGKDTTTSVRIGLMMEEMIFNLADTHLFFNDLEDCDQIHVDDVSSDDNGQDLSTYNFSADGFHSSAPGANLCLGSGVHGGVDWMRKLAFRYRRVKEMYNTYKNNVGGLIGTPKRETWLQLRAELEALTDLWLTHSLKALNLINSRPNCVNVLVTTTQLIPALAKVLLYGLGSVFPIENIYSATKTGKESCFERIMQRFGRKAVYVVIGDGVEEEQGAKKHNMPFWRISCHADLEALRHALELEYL
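Eya2 protein (added as 0.2 uM solution) was preincubated with compound for 10 min at ambient temperature in 50 mM HEPES pH 7.5, 50 mM NaCl, 5 uM MgCl2, 0.05% BSA, 1 mM DTT. OMFP (added at 50 uM) then reacted 10 min; fluorescence read at 485/525 nm.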
TSHR antagonist – antagonists of human thyroid stimulating hormone receptor. 0.2% of 330,000 active. activity change, negative = inhibition, % at 11.5 µM. AID 504810. TSHR-expressing cells, TSH-stimulated cAMP HTRF, 2 h; hits give low values. P16473;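 active = activity change below a set negative limit, meaning inhibition stronger than a set level, cut at about -70% in these data; inconclusive = activity change between two set negative limits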; also: % is scaled to controls: 0 for no effect and ±100 for the full control effect
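Inhibition of cAMP made by TSHR-expressing cells under TSH stimulation (4nM final, EC80; 2 h, 37 deg C) is quantified with a one-step lysis HTRF kit, anti-cAMP cryptate versus cAMP-d2.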
TCR activator – activators of T cell receptors; Potency, µM (top dose mostly 9.22 µM), for the others: top-dose activation of IL-2 secretion, most hits filed as activators; 330,000 tested, under 10 active; primary human leukocytes, anti-CD3, IL-2 HTRF, 48 h; also: % of control where 0% means no effect
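Activity was scored as IL-2 release from primary human leukocytes given only a TCR signal (a-CD3 beads) plus compound for 48 hr. Detection used a two-antibody HTRF format read at 665nm.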
KCNH2 3.1 block – inhibitors of human KCNH2 3.1 potassium channel isoform; U2OS KCNH2 3.1, thallium flux FluxOr; hits give low values; activity change, % (tested at about 1.8 µM); 0.95% of 340,000 active; AID 720553;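 active = maximum activity change below -70%; inconclusive = maximum activity change from -70% to -50%; inactive = maximum activity change above -50%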;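 also: thallium influx rate constant from kinetic fluorescence after stimulation buffer; % is scaled to controls: 0 for no effect and ±100 for the full control effect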
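Thallium flux via FluxOr fluorescence (Red40 quencher, 45 min loading) in U2OS cells virally expressing the KCNH2 3.1 isoform (1.77 x 10^8 /mL virus, overnight at 37 C). Rate constants from 2-min kinetic reads post-stimulation, normalised to positive and negative controls.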
* marks the source's active call; other numbers are inactive results; ? = inconclusive; / = not tested or not shown; & = joins results of further samples; [ ] = another dose, or the depositor's remark. Unless noted, calls follow the shape of the dose curve; as a rule, active = well fitted curve in the direction sought with a large enough effect; inconclusive = small, poorly fitted or top-dose-only effect, or another doubt; inactive = no such curve, though single readings can be large; an effect the other way counts as inactive or inconclusive. Not all compounds are listed, so the mix of outcomes need not match the whole.

SMILES	USP2a block	ELG1 DNA repair	AT treatment	Mito fusion act	TRPV1 agonist	KCNH2 WT inh	Eya2 phos inh	TSHR antagonist	TCR activator	KCNH2 3.1 block
Cc1ccc(NC(=O)CS(=O)CC(=O)NCCCc2ccccc2)cc1Cl (stereo not drawn)	-2%	-11%	-2%	1%	1	-6	3%	18	3%	-5
CCC1CSC(Nc2ccc(C(=O)/C=C/c3cccc(C)c3)cc2)=N1 (stereo not drawn)	4%	-6%	-3%	2%	-3	-3	-1%	-26	5%[46.1 µM]	-27
COc1ccc(CCNC(=O)CSC(=O)c2ccccc2)cc1OC	2%	-7%	0%	0%	7	8	-4%	0	1%	5
O=C(Nc1ccccc1Cl)c1csc(-c2cccnc2)n1	11%	?	1%	21%	12	3	7%	-6	4%	-19
CCOCCCn1c(C)nc2c(c1=O)c1nc3ccccc3nc1n2CCC1=CCCCC1	-1%	?	-4%	24%	14	-1	-16%	-15	5%	-4
O=c1cc(-c2ccccc2)[nH]c2nc3ccccc3n12	-1%	?	3%	5%	3	-1	-9%	-18	-3%	-31
Cc1ccc(S(=O)(=O)N2CCCC(C(=O)NC3CCCC3)C2)cc1 (stereo not drawn)	2%	15%	17%	7%	0	-3	7%	-14	3%	0
Oc1ccc(-c2nccc(-c3ccccn3)n2)cc1	4%	?	3%	-19%	-7	-9	2%	-5	-26%	24
COc1ccccc1/C=C/C(=O)OCC(=O)Nc1c(C)nn(-c2ccccc2)c1C	-1%	?	-1%	-2%	3	-12	0%	-13	/	5
O=C(c1ccc([N+](=O)[O-])o1)N1CCOCC1	-1%	-13%	6%	-14%	-5	-10	-1%	19	4%	9
CCCC(=O)OCC(=O)Nc1ccccc1C#N	0%	-5%	4%	-1%	0	12	10%	-1	6%	-1
O=S(=O)(c1ccc(Br)cc1)c1nc(-c2ccco2)oc1NCCCn1ccnc1	3%	26%	-6%	1%	-6	-10	?	17	-1%	?
Cc1scc(C(=O)N/N=C/c2ccc(Cl)s2)c1C	-1%	?	-2%	13µM*	?	5	-13%	-2	0%[46.1 µM]	3
Cc1[nH]nc2c1C1(C(=O)Nc3ccc([N+](=O)[O-])cc31)C(C#N)=C(N)O2 (stereo not drawn)	2%	5%	-2%	-2%	-1	6	20%	3	4%	-2
O=C(COC(=O)c1ccc(Cl)nc1)NNC(=O)c1ccc(Br)cc1	1%	10%	1%	-2%	1	-3	4%	-22	-4%	-20
O=C(Cc1ccccc1)NS(=O)(=O)c1ccc(N=NN2CCOCC2)cc1	2%	-3%	11%	0%	0	3	10%	5	-10%	11
CNC(=O)c1cc2cc(OC)ccc2n1CCN(C)C	1%	-7%	/	-9%	1	2	7%	11	-2%	1
COc1cc2c(cc1OC)C(=S)NC(C)(C)C2	2%	7%	/	-10%	3	-3	-2%	4	/	-9
CCOC(=O)C1=C(c2ccccc2)N=c2s/c(=C\c3ccc(O)cc3)c(=O)n2C1c1cccs1 (stereo not drawn)	1%	?	-3%	-15%	?	-5	-9%	-26	-16%	-12
O=C1c2cccc3cccc(c23)C(=O)N1CCN1CCN(C(=S)Nc2ccc(F)cc2)CC1	3%	1%	0%	-5%	3	/	-3%	3	0%[46.1 µM]	/
O=C(N/C(=C\c1ccccc1)C(=O)N1CCN(CCO)CC1)c1ccccc1	3%	-13%	1%	1%	1	-20	-11%	3	-2%[46.1 µM]	-28
O=C(Nc1ccc(S(=O)(=O)N2CCCC2)cc1)c1cncc(Br)c1	2%	?	9%	0%	27	-2	6%	-7	5%	-4
Cc1ccc(NC(=O)CSc2nnc(C)n2CC2CCCO2)cc1 (stereo not drawn)	-1%	0%	1%	-7%	-3	/	15%	-8	3%	0
CC(C)N(C(=O)[C@H]1C[C@H](CC(=O)NCCCN(C)C)C(=O)N2CCc3c([nH]c4cc(-c5ccco5)ccc34)[C@]12C)C(C)C	0%	28%	-35%	/	/	-3	-3%	2	0%[46.1 µM]	27
CN1CCN(c2ccc(S(=O)(=O)N3CCCCC3)cc2NC(=O)Cc2ccccc2F)CC1	3%	-5%	-4%	-3%	-3	25	8%	13	-9%[46.1 µM]	-1
NS(=O)(=O)c1ccc(NC(=O)c2ccc3c(c2)CCN3S(=O)(=O)c2ccccc2)cc1	0%	?	0%	-9%	?	-4	11%	4	-2%	0
O=C(/C=C/c1ccccc1)NC(=S)NNC(=O)c1cccnc1	-1%	4%	-2%	-3%	-1	1	-1%	13	-3%	-4
O=c1cc(CSc2nnc(-c3cccs3)n2Cc2ccccc2)nc2sc3ccccc3n12	-20%	?	15%	22%	-1	-6	0%	?	-2%	-13
CCN1C(=O)C2(C(C(=O)c3cc4ccccc4o3)=C(O)C(=O)N2CCCN2CCOCC2)c2ccccc21 (stereo not drawn)	-1%	8%	19%	-4%	5	2	13%	37	-34%	11
Cc1ccc(NC(=O)c2cnc(SCC(=O)NCC3CCCO3)n(C)c2=O)cc1C (stereo not drawn)	1%	?	4%	-8%	-1	-1	7%	1	-1%	3
CCN1CCC[C@H]1CNC(=O)c1cc(S(N)(=O)=O)ccc1OC	2%	/	/	8%&-5%	-2	/	3%&4%	-16&10	/	/
COc1ccccc1C1C(C(=O)c2sc(C)nc2C)=C(O)C(=O)N1CCN1CCOCC1 (stereo not drawn)	-2%	?	3%	0%	-3	-7	4%	2	7%	14
Cc1ccc(C)c(SCC(=O)Nc2cccc(S(=O)(=O)N3CCOCC3)c2)c1	0%	-15%	8%	-3%	28	15	-1%	7	2%	-5
CC(C)(NS(=O)(=O)OCC(Cl)(Cl)Cl)c1ccccc1	1%	7%	-4%	1%	0	6	10%	1	4%	0
Cc1ccc(-c2cn3c(=S)[nH]nc3s2)cc1	0%	9%	4%	-6%	-1	-13	2%	-25	0%	19
Cc1ccc(-n2ncc3c2ncn2c(C)nnc32)cc1C	5%	?	-2%	1%	?	3	-19%	-1	/	-2
Cc1cccc2nc(CSc3nc4cc([N+](=O)[O-])ccc4s3)cn12	3%	-1%	7%	0%	0	2	0%	-8	4%[46.1 µM]	4
Cc1c(OCc2ccccc2)c(=O)ccn1Cc1ccc(F)cc1	1%	?	1%	4%	?	3	-5%	-5	1%	-11
CC1CCN(C(=O)c2scc3c2OCCO3)CC1	1%	18µM*	0%	0%	5	5	9%	6	6%	-3
Cn1c(=O)c2c(nc(NCCCO)n2Cc2cccc(Br)c2)n(C)c1=O	-2%	-14%	-1%	-3%	-3	6	-10%	-3	-7%	20

Individual results from above.
For TCR activator, Cc1[nH]nc2c1C1(C(=O)Nc3ccc([N+](=O)[O-])cc31)C(C#N)=C(N)O2 (stereo not drawn) is listed with 4%
For TSHR antagonist, O=C(Nc1ccccc1Cl)c1csc(-c2cccnc2)n1 is listed with -6

(more compounds)
SMILES	USP2a block	ELG1 DNA repair	AT treatment	Mito fusion act	TRPV1 agonist	KCNH2 WT inh	Eya2 phos inh	TSHR antagonist	TCR activator	KCNH2 3.1 block
Cc1ccc(NC(=O)CCC(=O)N2CCOCC2)nc1	0%	17%	-5%	-2%	10	-25	-15%	3	5%	-8
COC(=O)CCSCC(=O)N1N=C(c2ccc(OC)cc2)CC1c1cccc(OC)c1OC (stereo not drawn)	-3%	?	-2%	-8%	13	3	4%	1	3%	-3
CC1CN(Cc2cc(=O)oc3cc(O)c(Cl)cc23)CC(C)O1 (stereo not drawn)	0%	14%	8%	-7%	1	11	-15%	2	-1%	-13
CCC(C)c1ccc(S(=O)(=O)N2CCN(c3ccccn3)CC2)cc1 (stereo not drawn)	3%	0%	2%	1%	?	4	-7%	0	/	-8
COc1ccccc1NC(=O)C1=C(C)NC(=O)NC1c1cccc(OC)c1OC (stereo not drawn)	-4%	-18%	-9%	-2%	0	3	-3%[15.4 µM]	18	-33%	6
CCOc1ccc(NC(=O)CCCNC(=O)Cn2cnc3sc(C)c(C)c3c2=O)cc1	1%	?	1%	3%	-5	5	14%	27	-65%	7
Cc1ccc(CNc2ccc(N3CCOCC3)cc2)s1	0%	?	-7%	-6%	4	4	12%	-5	5%	-1
CCC(=O)N1N=C(c2cccs2)CC1c1ccc(OC)cc1 (stereo not drawn)	3%	21%	4%	3%	18	-11	-10%	0	/	21
CCC(C)Sc1cc(-c2nc3ccccn3c2NC2CCCCC2)ccc1OC (stereo not drawn)	1%	?	32µM*	-14%	0	3	18%	5	-3%	-149*
O=C(Cc1c(F)cccc1Cl)Nc1ccccn1	1%	21%	-3%	2%	-1	2	-6%	3	-4%	-11
Nc1ncc(-c2ccccc2)n1CC1CCCO1 (stereo not drawn)	4%	10%	7%	-6%	8	-5	-10%	52	1%	19
COc1cc(/C=N/Nc2nc(C)cc(C)n2)cc(OC)c1OC	2%	4%	-14%	-2%	-9	-3	-8%	27	/	22
